# High-throughput results deposited in PubChem by several laboratories.
# RGS4-Gao reg – human RGS4-Galphao interaction regulation | P09471 | Multiplexed bead flow cytometry, RGS4-Galphao binding; actives lie on both sides | binding response (% of control), % at 10 µM | 220,000 tested, 0.33% active | AID 1415; in the data active = binding response below about 49% or above about 150%; inactive = in between;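 also: fluorescent Galphao activated with aluminum fluoride binding bead-coupled RGS4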
# Bcl-W Bim block – disrupts Bim peptide binding to human Bcl-W | bead-based flow cytometry | inhibition, % at 10 µM | 190,000 tested, 0.02% active | AID 952;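 also: 0% = bound tracer without compound and 100% = peptide blocker; higher means less fluorescent Bim peptide bound to Bcl-W beads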
# Target sequence (Q92843 whole entry, looked up): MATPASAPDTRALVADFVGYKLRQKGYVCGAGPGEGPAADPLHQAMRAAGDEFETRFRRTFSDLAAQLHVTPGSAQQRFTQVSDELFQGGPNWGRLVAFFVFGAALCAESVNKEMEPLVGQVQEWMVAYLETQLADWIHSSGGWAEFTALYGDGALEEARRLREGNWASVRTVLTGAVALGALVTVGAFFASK
# Bim-Bcl-B – inhibitors of Bim-Bcl-B interaction, human; Q9HD36; bead-based flow cytometry, Bim peptide-Bcl-B binding; inhibition, % at 10 µM; 190,000 tested, 0.073% active; AID 951;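 also: 0% = tracer peptide without compound and 100% = reference inhibitor peptide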
# Target sequence (Q9HD36 whole entry, looked up): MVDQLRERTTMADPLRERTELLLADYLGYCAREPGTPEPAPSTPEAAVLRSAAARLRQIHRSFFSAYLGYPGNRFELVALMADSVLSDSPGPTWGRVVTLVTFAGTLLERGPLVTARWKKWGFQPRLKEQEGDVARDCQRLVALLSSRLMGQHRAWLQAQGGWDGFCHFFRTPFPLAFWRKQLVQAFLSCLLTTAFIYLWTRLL
# Bcl-2 Bim block – human Bim-Bcl-2 interaction inhibition. 190,000 tested, 0.06% active. Bead-based flow cytometry, Bim peptide-Bcl-2 binding. P10415. AID 950. inhibition, % at 10 µM; in the data active = inhibition above about 40%; inconclusive = no clear call, values can overlap the other calls;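 also: 0% = no compound wells with probe peptide and 100% = reference peptide inhibitor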
# Target sequence (P10415 whole entry, looked up): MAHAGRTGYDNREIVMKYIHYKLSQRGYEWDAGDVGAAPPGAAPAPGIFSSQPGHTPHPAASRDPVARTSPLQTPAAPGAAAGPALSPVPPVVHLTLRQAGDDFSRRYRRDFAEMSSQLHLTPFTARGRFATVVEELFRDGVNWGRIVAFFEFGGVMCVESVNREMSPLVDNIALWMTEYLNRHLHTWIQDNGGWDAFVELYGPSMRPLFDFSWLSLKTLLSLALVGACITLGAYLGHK
# Bim-Mcl-1 – human Bim-Mcl-1 interaction inhibition | Q07820 | Bead-based flow cytometry, Bim peptide-Mcl-1 binding | inhibition, % at 10 µM | 190,000 tested, 0.1% active | AID 1009;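 also: 0% = no compound tracer wells and 100% = peptide blocker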
# RGS7-Gao – human RGS7-Galphao interaction regulation | P09471 | Multiplexed bead flow cytometry, RGS7-Galphao binding; actives lie on both sides | binding response (% of control), % at 10 µM | 220,000 tested, 0.35% active | AID 1439; in the data active = binding response below about 49% or above about 150%; inconclusive = no clear call, values can overlap the other calls; inactive = in between;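 also: fluorescent Galphao held in activated GDP-AlF4 state binding bead-coupled RGS7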
# GSH bead fluor – compound fluoresces at 488/530 nm on GSH beads; GSH beads flow cytometry, compound fluorescence 488/530 nm; stronger effect = higher value; fluorescence (KMESF) at 10 µM; 190,000 tested, 0.25% active; AID 1776; in the data active = fluorescence above about 89;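 also: glutathione beads carrying GST-tagged Bcl family fusion proteins plus one bare bead set; values are compound well signal with DMSO vehicle wells as background; inactives centre near 16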
# Bfl-1 Bim block – disrupts Bim binding to human Bfl-1; Bead-based flow cytometry, Bim-Bfl-1 binding inhibition; 190,000 tested, 0.12% active; Q16548; inhibition, % at 10 µM; AID 1008;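 also: 0% = wells without compound plus tracer and 100% = blocker peptide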
# RGS8-Gao reg – human RGS8-Galphao interaction regulation. P09471. response (percent of control binding), % at 10 µM. 220,000 tested, 0.34% active. AID 1423. multiplexed bead flow cytometry, RGS8-Galphao binding; actives lie on both sides; in the data active = response below about 60% or above about 140%; inactive = in between;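 also: Galphao activated as the GDP aluminium fluoride complex binding bead-coupled RGS8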
# Mcl1 Bid PPI – disrupts binding of human Mcl-1 to Bid peptide | TR-FRET Mcl-1/Bid-Dy647 peptide binding, 1536-well | Q07820 | AID 1021 | 220,000 tested, 0.97% active | inhibition, % at 21.7 µM;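 active = compounds that cut the binding signal by more than half at the single screening dose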;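 also: His-tagged Mcl-1 with europium anti-His antibody binding Bid BH3 peptide; 0% = Mcl-1 plus peptide wells and 100% = peptide-only wells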
# Bim-Bcl-XL – human Bim-Bcl-XL interaction inhibition; AID 1007; 190,000 tested, 0.04% active; inhibition, % at 10 µM; Q07817; Bim peptide-Bcl-XL binding, bead flow cytometry, fluorescence
# Target sequence (Q07817 whole entry, looked up): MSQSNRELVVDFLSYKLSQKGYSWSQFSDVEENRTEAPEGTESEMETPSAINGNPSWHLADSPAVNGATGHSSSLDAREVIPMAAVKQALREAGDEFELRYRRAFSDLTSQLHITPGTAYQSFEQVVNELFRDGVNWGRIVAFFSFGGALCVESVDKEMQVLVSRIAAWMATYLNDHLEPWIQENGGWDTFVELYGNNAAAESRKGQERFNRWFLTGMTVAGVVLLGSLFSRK
# Starred values were filed as active, the others as inactive; u = inconclusive; x = not tested or not shown. Rule as the data show it, unless noted: active = inhibition above about 40%.
no.	Molecule	RGS4-Gao reg	Bcl-W Bim block	Bim-Bcl-B	Bcl-2 Bim block	Bim-Mcl-1	RGS7-Gao	GSH bead fluor	Bfl-1 Bim block	RGS8-Gao reg	Mcl1 Bid PPI	Bim-Bcl-XL
1	COc1ccc(CC(=O)NCCc2ccc(S(N)(=O)=O)cc2)cc1	108	2	-9	-9	-1	108	34	-13	106	-9	-7
2	O=C(O)C1CC(=O)N(c2ccc(OCc3c(F)cccc3Cl)cc2)C1 (stereo not drawn)	87	2	-1	2	0	93	23	0	92	-11	0
3	O=C1NC(=O)C2(CCC(C(=O)O)C2)N1 (stereo not drawn)	103	-4	-8	-5	-5	101	29	-4	102	7	-8
4	CC1CCCN(S(=O)(=O)c2ccc(NC(=O)Cn3nnc(-c4ccccc4F)n3)cc2)C1 (stereo not drawn)	100	11	14	13	15	103	9	16	98	-15	14
5	CC(C)(C)n1nc2c(c1NC(=O)c1ccc(S(=O)(=O)N3CCCCC3)cc1)CS(=O)C2 (stereo not drawn)	104	1	-3	-3	-3	111	3	2	107	-49	0
6	CC1(C)Cc2c(C#N)c(N3CCN(C(=O)c4ccco4)CC3)nc(Cc3ccccc3)c2CO1	99	-4	-5	-1	-1	96	15	0	99	2	-1
7	Cc1ccc(Sc2ccc([N+](=O)[O-])cc2[N+](=O)[O-])nc1	101	0	-2	0	0	102	7	-1	103	-14	-5
8	CCCOc1cccc(C(=O)N(Cc2ccco2)C2CCS(=O)(=O)C2)c1 (stereo not drawn)	107	1	2	-8	-2	109	24	2	123	-29	0
9	CCOc1cc(C(=O)Nc2cccc3ncccc23)cc(OCC)c1OCC	110	0	1	0	-3	107	45	-1	96	-5	-3
10	CN(C(=O)c1ccncc1)C1CC(C)(C)N(O)C(C)(C)C1	96	-4	-3	-4	0	98	25	-1	101	-19	-1
11	CCCCn1nc(NC(=O)c2cccs2)c2cc3cc(OC)ccc3nc21	97	1	-8	0	1	96	34	1	99	x	2
12	Cc1csc(N(C(=O)c2ccc(S(=O)(=O)N(C)C)cc2)c2ccccc2)n1	100	-2	-10	-9	-5	100	24	-17	102	-29	-8
13	Cc1ccc(CSc2nnnn2C)cc1	101	1	-7	-4	1	101	20	-14	100	-7	-2
14	CCCNS(=O)(=O)c1ccc(CCC(=O)NCc2ccc3c(c2)OCO3)cc1	103	0	-7	-10	-6	106	18	-13	106	-14	0
15	COCCNC(=O)C1CCN(C(=O)c2cc3sccc3n2Cc2ccc(F)cc2)CC1	106	0	0	-2	2	103	15	-3	102	-1	-1
16	CC(CS(=O)(=O)c1ccccc1[N+](=O)[O-])N1CCOCC1 (stereo not drawn)	96	1	0	0	0	96	24	-4	98	-22	-2
17	O=C(Cn1cc2c(n1)CCCCC2)Nc1ccc(F)cc1F	103	-2	-5	-2	-1	104	15	-9	102	-15	-5
18	CCOc1cc(-c2ccc(N)c(OCC)c2)ccc1N	97	9	-6	4	0	94	14	17	101	-20	3
19	Cc1ccc(NCc2cccnc2)c(Br)c1	94	-4	-5	-1	-1	99	10	-2	95	-7	-4
20	O=C(CSc1nc2ccccc2s1)NCc1ccc2c(c1)OCO2	102	-3	-8	-12	-2	106	9	-18	104	-28	-5
21	CCCCc1nc2ccccc2[nH]1	102	0	0	0	0	102	63	0	102	-44	-2
22	CCOC(=O)CSc1ccc2nnc(-c3ccccc3)n2n1	107	0	-5	-8	0	105	23	-6	105	-7	-2
23	Cc1ccccc1OCC(=O)NCC(=O)N/N=C/C=C/c1ccccc1	101	-1	0	-4	-4	103	44	0	108	-43	-13
24	Cc1ccc(-n2ncc3c(=O)n(CC#N)cnc32)cc1C	101	1	-1	-1	-1	105	11	2	101	-2	1
25	C[C@H](NC(=O)c1nc[nH]c1C(=O)NCCCCCNC(=O)OC(C)(C)C)C(=O)OCc1ccccc1	106	0	-1	-3	0	105	17	-3	102	-1	2
26	Fc1ccccc1N1CCN(CCCNc2ccc3nncn3n2)CC1	102	1	-8	-7	-2	103	26	-11	101	4	-5
27	NC(=O)C[N+]1(CC#CC(O)(c2ccccc2)c2ccccc2)CCCC1	105	0	-7	-2	-3	100	13	-3	102	9	-1
28	O=C(O)CSc1nnc(-c2ccc3c(c2)OCO3)n1-c1ccccc1	104	1	0	2	0	109	10	2	107	-3	1
29	COc1ccc(-c2nc(SC(CC(=O)NCCN3CCOCC3)c3cccs3)n[nH]2)cc1 (stereo not drawn)	100	-2	-4	-3	0	u	17	-7	102	-28	-4
30	O=C(Nc1nncs1)c1cccc(S(=O)(=O)N2CCCC2)c1	100	2	-5	-7	2	103	33	-9	102	-13	-4
31	COc1ccc(CCNC(=O)C(=O)NCc2cccs2)cc1OC	96	-1	-4	-3	0	95	12	-5	95	-47	-2
32	COc1ccccc1CNC(=O)C1CCN(S(=O)(=O)N2CC(C)CC(C)C2)CC1 (stereo not drawn)	100	-2	-1	-4	-1	101	17	-2	96	-18	0

# An excerpt from above in order of number of heavy atoms, lowest first.
no.	Molecule	RGS4-Gao reg	Bcl-W Bim block	Bim-Bcl-B	Bcl-2 Bim block	Bim-Mcl-1	RGS7-Gao	GSH bead fluor	Bfl-1 Bim block	RGS8-Gao reg	Mcl1 Bid PPI	Bim-Bcl-XL
21	CCCCc1nc2ccccc2[nH]1	102	0	0	0	0	102	63	0	102	-44	-2
19	Cc1ccc(NCc2cccnc2)c(Br)c1	94	-4	-5	-1	-1	99	10	-2	95	-7	-4
24	Cc1ccc(-n2ncc3c(=O)n(CC#N)cnc32)cc1C	101	1	-1	-1	-1	105	11	2	101	-2	1
22	CCOC(=O)CSc1ccc2nnc(-c3ccccc3)n2n1	107	0	-5	-8	0	105	23	-6	105	-7	-2
20	O=C(CSc1nc2ccccc2s1)NCc1ccc2c(c1)OCO2	102	-3	-8	-12	-2	106	9	-18	104	-28	-5
28	O=C(O)CSc1nnc(-c2ccc3c(c2)OCO3)n1-c1ccccc1	104	1	0	2	0	109	10	2	107	-3	1
26	Fc1ccccc1N1CCN(CCCNc2ccc3nncn3n2)CC1	102	1	-8	-7	-2	103	26	-11	101	4	-5
32	COc1ccccc1CNC(=O)C1CCN(S(=O)(=O)N2CC(C)CC(C)C2)CC1 (stereo not drawn)	100	-2	-1	-4	-1	101	17	-2	96	-18	0
29	COc1ccc(-c2nc(SC(CC(=O)NCCN3CCOCC3)c3cccs3)n[nH]2)cc1 (stereo not drawn)	100	-2	-4	-3	0	u	17	-7	102	-28	-4
25	C[C@H](NC(=O)c1nc[nH]c1C(=O)NCCCCCNC(=O)OC(C)(C)C)C(=O)OCc1ccccc1	106	0	-1	-3	0	105	17	-3	102	-1	2

# Next records follow:
no.	Molecule	RGS4-Gao reg	Bcl-W Bim block	Bim-Bcl-B	Bcl-2 Bim block	Bim-Mcl-1	RGS7-Gao	GSH bead fluor	Bfl-1 Bim block	RGS8-Gao reg	Mcl1 Bid PPI	Bim-Bcl-XL
33	CS(=O)(=O)N(Cc1ccc(C(=O)NC2CCCCC2O)cc1)c1ccccc1 (stereo not drawn)	97	-5	0	-2	0	96	19	-3	98	-12	-1
34	O=C1CCC([N+](=O)[O-])C(c2cc3c(cc2Br)OCO3)N1 (stereo not drawn)	106	16	14	16	17	107	5	23	111	-2	21
35	Cc1nc2ccccn2c1C(=O)N/N=C/c1cc(C)n(-c2ccc(Br)cc2)c1C	97	0	-3	13	3	100	15	0	100	-26	-1
36	CCn1c2c(c3cc(C(=O)O)ccc31)CCCC2=O	103	0	1	1	0	103	12	0	100	11	3
37	Cc1ccc(Oc2cc(NC(=O)CCCn3nc([N+](=O)[O-])cc3C)cc([N+](=O)[O-])c2)cc1	103	-4	-10	-8	-7	101	4	-4	103	-6	-9
38	COC(=O)c1ccccc1NC(=O)NCc1c(C)nn(C)c1C	105	-3	-4	-2	-2	103	14	-3	103	-9	-1
39	O=c1[nH]c(/C(Cl)=C/c2c(F)cccc2Cl)nc2cc(Cl)ccc12	108	-1	-4	0	-2	106	6	0	103	-8	-5
40	COc1ccc(NC(=O)CN2CCN(CC(=O)Nc3ccccc3Cl)CC2)cc1Cl	99	2	-8	-10	-3	99	5	-15	103	9	-2
41	S=C(NCc1cccs1)NCC1CCCO1 (stereo not drawn)	101	0	0	-1	-2	98	16	3	98	-36	-1
42	CCC(=O)Nc1cccc(NC(C)=O)c1	94	5	-1	-4	-1	96	41	-8	101	-4	0
43	Cc1ccccc1NC(=O)c1ccc([N+](=O)[O-])o1	102	-2	-4	-2	-3	102	14	-7	102	-26	-5
44	NNC(=O)c1ccc(-c2cccc([N+](=O)[O-])c2)o1	102	0	-6	-2	0	105	10	-7	105	-23	-2
45	CCOC(=O)Cc1nnc2c(Nc3ccc(C)cc3)nc3nonc3n12	99	0	0	-1	0	95	30	-1	99	-11	-1
46	CCOC(=O)c1ccc(CC(=O)c2ccc(O)cc2O)o1	94	0	-2	1	-4	94	15	0	96	-18	-1
47	COc1cccc(/C=N/NC(=O)C(=O)N2CCCC2)c1OC	102	-6	-4	-1	-4	101	31	-3	101	-18	-5
48	CCCCCOc1ccc(N2C(=O)C3C4C=CC(C3C2=O)N(C)C4=O)cc1 (stereo not drawn)	90	-1	-2	3	0	96	13	0	80	-5	-2

# Record cards, from the list above. Screens in order: RGS4-Gao reg | Bcl-W Bim block | Bim-Bcl-B | Bcl-2 Bim block | Bim-Mcl-1 | RGS7-Gao | GSH bead fluor | Bfl-1 Bim block | RGS8-Gao reg | Mcl1 Bid PPI | Bim-Bcl-XL
# Results for S=C(NCc1cccs1)NCC1CCCO1 (stereo not drawn) = 101 | 0 | 0 | -1 | -2 | 98 | 16 | 3 | 98 | -36 | -1
# Results for CCOC(=O)Cc1nnc2c(Nc3ccc(C)cc3)nc3nonc3n12 = 99 | 0 | 0 | -1 | 0 | 95 | 30 | -1 | 99 | -11 | -1

# More records follow:
no.	Molecule	RGS4-Gao reg	Bcl-W Bim block	Bim-Bcl-B	Bcl-2 Bim block	Bim-Mcl-1	RGS7-Gao	GSH bead fluor	Bfl-1 Bim block	RGS8-Gao reg	Mcl1 Bid PPI	Bim-Bcl-XL
49	COc1c2occc2c(OC)c2c(=O)cc(C(F)(F)F)oc12	96	-5	-1	-4	-2	102	7	0	104	-17	-3
50	CC(C)NC(=S)N1CCN(c2ncccn2)CC1	98	0	-5	3	-1	98	10	0	101	-6	0
51	Cc1ccc(OCCCn2c(=O)oc3ccccc32)cc1	100	4	0	-1	0	97	12	-7	103	1	0
52	CCCCCOc1ccc(/C=c2\sc3nc(=O)c(-c4ccccc4)nn3c2=O)cc1OC	92	-3	-5	-12	-9	90	19	-15	85	-16	-6
53	CC(C)(C)OC(=O)N1CCCC1C(=O)O (stereo not drawn)	98	1	0	-1	7	99	30	-4	101	-5	0
54	COCCCNC(=O)CN1C(=O)/C(=C/c2ccccc2C)Sc2ccccc21	100	-2	-3	-2	0	108	21	-5	102	-23	-1
55	CCc1ccc(N2CC(C(=O)Nc3nnc(CC)s3)CC2=O)cc1 (stereo not drawn)	100	-1	-8	-10	-7	103	23	-18	102	7	-7
56	CCOC(=O)C(C)c1nn(C)c(=O)c2ccccc12 (stereo not drawn)	111	1	5	0	1	111	21	1	110	-57	4
